Assay outcomes (PubChem BioAssay)
tim23-1 inh: growth inhibitors of tim23-1 mutant yeast, primary screen, luminescence, uHTS; inhibition, % at 20 µM; AID 463212, 2010; actives 1.3% (n = 330,000); S. cerevisiae tim23-1 growth, BacTiter-Glo luminescence, 24 h;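 active = growth inhibition of the mutant yeast at or above 50%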;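 also: temperature-sensitive mutant grown at 25 °C; plate controls were DMSO-treated mutant yeast for no effect and medium wells lacking yeast for full effect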
TIM10 inh: growth inhibitors of isogenic TIM10 control yeast, primary screen, counter-screen for tim10-1 yeast inhibitor project, luminescence, uHTS; S. cerevisiae TIM10 strain growth, BacTiter-Glo luminescence, 24 h; inhibition, % at 10 µM; actives 1.4% (n = 330,000);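 active = inhibition of 40% or more at the single tested concentration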;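 also: wild-type TIM10 isogenic control strain grown at permissive 25 °C; 0% = DMSO yeast wells and 100% = minimal medium wells without yeast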
UPR CHOP act: activators of apoptotic CHOP UPR arm, primary screen, cell-based, CHO-CHOP luciferase reporter, luminescence, uHTS; activation, % at 10 µM; actives 0.34% (n = 330,000); UPR activation; percent of tunicamycin response over DMSO baseline;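 active = at 10 µM dose, activation of 40% or more, normalized to positive control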;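 also: 100% = tunicamycin at 10 µg/mL and 0% = DMSO alone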
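Test system: CHO-CHOP cells, stable luciferase reporter of PERK-eIF2a-CHOP signalling | Quantity: 500 CHO-CHOP cells per well | Buffer or medium: F12 plus 10% serum | Compound dosing: 10 µM single point, 0.5% DMSO | Schedule: 6 h compound treatment, 37 °C | Signal: Luciferase luminescence | Control set: Tunicamycin high control, DMSO low control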
tim10-1 inh: growth inhibitors of tim10-1 mutant yeast, primary screen, luminescence, uHTS; AID 463190, 2010; S. cerevisiae tim10-1 ts strain growth, BacTiter-Glo, 24 h; actives 2.2% (n = 330,000); inhibition, % at 20 µM;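 active = inhibition of at least 40%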;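 also: mutant grown at 25 °C; 0% = DMSO wells with yeast and 100% = wells holding no yeast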
Mdm2-MdmX inh: inhibitors of human Mdm2-MdmX association, primary screen, cell-based, luminescence, split luciferase, SaOS-2, uHTS; SaOS-2 split-luciferase Mdm2/MdmX complementation; inhibition, % at 8 µM; actives 3% (n = 330,000); AID 485346, 2010;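 active = inhibition of at least 50% at 8 µM in the primary screen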
CXCR6 block: CXCR6 receptor inhibitors, primary screen, cell-based, beta-arrestin, luminescence, CHO-K1 PathHunter, 1536-well. actives 0.36% (n = 360,000). AID 602244, 2012. inhibition, % at 20 µM; in the data active = inhibition above about 34%, passing the limit was not always enough;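 also: antagonist mode with CXCL16 agonist at 10 nM final; 0% = 10 nM CXCL16 with DMSO and 100% = unstimulated wells without agonist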
Target sequence (O00574 whole entry, looked up): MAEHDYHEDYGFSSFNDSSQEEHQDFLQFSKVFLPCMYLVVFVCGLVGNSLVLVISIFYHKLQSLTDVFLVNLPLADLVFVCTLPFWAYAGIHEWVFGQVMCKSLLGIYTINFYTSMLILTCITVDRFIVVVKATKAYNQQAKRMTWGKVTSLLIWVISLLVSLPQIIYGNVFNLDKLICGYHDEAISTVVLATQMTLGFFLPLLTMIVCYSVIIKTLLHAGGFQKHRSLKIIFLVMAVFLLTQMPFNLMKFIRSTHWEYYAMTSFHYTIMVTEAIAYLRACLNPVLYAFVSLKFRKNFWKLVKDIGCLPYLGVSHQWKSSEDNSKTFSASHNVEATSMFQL
APJ antagonist: antagonists of human apelin receptor APJ, primary screen, CHO-K1 cells, beta-arrestin complementation, luminescence; P35414; inhibition, % at 20 µM; AID 2521, 2010; actives 0.32% (n = 330,000);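 active = inhibition above about 40% at 20 µM, limit read from the data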;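 also: cells challenged with 10 nM apelin-13 agonist together with compound; plate controls were apelin-13 plus DMSO wells for no effect and DMSO wells lacking apelin-13 for full effect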
Target sequence (P35414 whole entry, looked up): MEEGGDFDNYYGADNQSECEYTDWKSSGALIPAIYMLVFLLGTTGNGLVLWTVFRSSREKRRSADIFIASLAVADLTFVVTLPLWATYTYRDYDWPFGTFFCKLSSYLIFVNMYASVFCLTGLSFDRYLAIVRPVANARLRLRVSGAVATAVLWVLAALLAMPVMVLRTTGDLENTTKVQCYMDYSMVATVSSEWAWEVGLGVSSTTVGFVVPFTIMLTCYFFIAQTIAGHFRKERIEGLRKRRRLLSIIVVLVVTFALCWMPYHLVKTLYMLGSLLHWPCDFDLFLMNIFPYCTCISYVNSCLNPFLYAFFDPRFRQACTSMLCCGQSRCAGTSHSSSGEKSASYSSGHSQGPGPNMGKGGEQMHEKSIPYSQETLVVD
XBP1 UPR activ: activators of adaptive XBP1 UPR arm, primary screen, cell-based, CHO-XBP1 luciferase reporter, luminescence, uHTS; AID 463104, 2010; IRE1-XBP1 UPR activation; percent of tunicamycin response, DMSO as zero; activation, % at 20 µM; actives 0.33% (n = 330,000);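 active = versus positive control, 20 µM dose yields 30% or more activation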;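 also: 100% = tunicamycin at 10 µg/mL and 0% = DMSO only wells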
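Signal: luciferase luminescence; Assay system: CHO-XBP1 luciferase reporter cells; Amount: one thousand reporter cells per well; Dosing: 20 µM single concentration, DMSO 1%; Benchmarks: high control tunicamycin 10 µg/mL final, low control DMSO vehicle only; Schedule: 6 h compound exposure at 37 °C, 5% CO2; Evaluation: percent activation relative to tunicamycin reference.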
APJ agonist: agonists of human apelin receptor APJ, primary screen, CHO-K1 cells, PathHunter beta-arrestin, luminescence | activation, % at 20 µM | actives 0.11% (n = 330,000) | AID 2520, 2010 | P35414 | 0% DMSO wells, 100% apelin;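 active = activation more than six SD over the plate average, tested at 20 µM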;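 also: 0% = DMSO alone and 100% = apelin-13 at 10 nM; some results filed as inactive read as strong as hits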
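Test system: CHO-K1 APJ beta-arrestin complementation cell line | Compound: Single test compound dose, 20 µM final, 1% DMSO | Incubation: Compound 90 min 25 °C, reagent 1 h | Measured by: beta-gal luminescence | Read-out basis: APJ–arrestin association signal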
* hit, by the source's call; · = no result given.

Start of the listing, in advance, 7 compounds:
No.	Structure	tim23-1 inh	TIM10 inh	UPR CHOP act	tim10-1 inh	Mdm2-MdmX inh	CXCR6 block	APJ antagonist	XBP1 UPR activ	APJ agonist
1	COC(=O)C(NC(=O)c1ccccc1)=C1CCCCC1	12	2	-1.3	15	36	-4	0	2	3
2	CCC(C)Nc1nc(-c2c[nH]c3ccccc23)cs1 (stereo not drawn)	10	16	1.5	-10	6	-20	-11	2	1
3	COc1cc(OC)c(S(=O)(=O)NCc2cccnc2)cc1NC(C)=O	7	4	3.0	2	18	-3	17	0	-2
4	CC(C)=CCc1c(O)cc(O)c2c(=O)c(O[C@@H]3O[C@@H](C)[C@H](O)[C@@H](O)[C@H]3O)c(-c3ccc(O)cc3)oc12	8	-1	-0.4	5	16	7	13	-2	-4
5	CC(C)(C)OC(=O)NCCCC[C@H](NC(=O)[C@H](Cc1c[nH]c2ccccc12)NC(=O)OCc1ccccc1)C(=O)O	19	13	0.0	-12	-22	-3	12	0	-5
6	O=C(Nc1nc2c(Br)cc(Br)cc2c(=O)s1)C1CCC1	11	8	-1.3	5	9	-5	-4	-2	3
7	CC(Sc1nnc(-c2ccccc2Br)o1)C(=O)N1CCOCC1 (stereo not drawn)	14	5	0.9	9	-2	-3	-6	-7	-5

Results (from the top)
No.	Structure	tim23-1 inh	TIM10 inh	UPR CHOP act	tim10-1 inh	Mdm2-MdmX inh	CXCR6 block	APJ antagonist	XBP1 UPR activ	APJ agonist
1	COC(=O)C(NC(=O)c1ccccc1)=C1CCCCC1	12	2	-1.3	15	36	-4	0	2	3
2	CCC(C)Nc1nc(-c2c[nH]c3ccccc23)cs1 (stereo not drawn)	10	16	1.5	-10	6	-20	-11	2	1
3	COc1cc(OC)c(S(=O)(=O)NCc2cccnc2)cc1NC(C)=O	7	4	3.0	2	18	-3	17	0	-2
4	CC(C)=CCc1c(O)cc(O)c2c(=O)c(O[C@@H]3O[C@@H](C)[C@H](O)[C@@H](O)[C@H]3O)c(-c3ccc(O)cc3)oc12	8	-1	-0.4	5	16	7	13	-2	-4
5	CC(C)(C)OC(=O)NCCCC[C@H](NC(=O)[C@H](Cc1c[nH]c2ccccc12)NC(=O)OCc1ccccc1)C(=O)O	19	13	0.0	-12	-22	-3	12	0	-5
6	O=C(Nc1nc2c(Br)cc(Br)cc2c(=O)s1)C1CCC1	11	8	-1.3	5	9	-5	-4	-2	3
7	CC(Sc1nnc(-c2ccccc2Br)o1)C(=O)N1CCOCC1 (stereo not drawn)	14	5	0.9	9	-2	-3	-6	-7	-5
8	Cc1ccc(N(Cc2cc3ccccc3[nH]c2=O)C(=O)c2ccco2)c(C)c1	28	2	-2.4	21	7	6	8	0	-3
9	O=C(Nc1ccc(Cl)cn1)c1cccc(S(=O)(=O)N2CCCCC2)c1	23	-17	-1.1	35	2	2	-14	0	2
10	CC(=O)N1c2ccc(S(=O)(=O)N3CCC(C(=O)N4CCN(c5cccc(C(F)(F)F)c5)CC4)CC3)cc2CC1C (stereo not drawn)	12	1	11	1	26	2	8	-3	11
11	CCOC(=O)C1=C(C)Nc2nc(C)nn2C1c1ccc(C)cc1 (stereo not drawn)	13	5	1.2	14	-8	0	10	-1	-1
12	CC(C)Oc1ccc(CNC(=S)N/N=C/c2ccc([N+](=O)[O-])cc2)cc1	-3	-2	0.5	43*	8	-6	-8	0	-1
13	O=C(CCCN1C(=O)C2CC=CCC2C1=O)Nc1cccc(F)c1 (stereo not drawn)	12	8	1.5	11	13	10	-4	0	2
14	Cc1ccc(NC(=O)CN(C)C(=O)CCOc2ccccc2C)cc1	13	8	0.3	4	6	4	3	-3	0
15	Nc1ccc2oc(-c3ccc4nc[nH]c4c3)nc2c1	8	-3	-0.9	16	-53	-10	-23	-1	8
16	CCN(CC)C(=O)CN(c1cccc([N+](=O)[O-])c1)S(=O)(=O)c1ccccc1	13	14	-0.7	20	1	2	-11	-2	-2
17	CC(=O)c1ccc(S(=O)(=O)N2CCN(CC(=O)Nc3ccccc3C(=O)NC3CC3)CC2)cc1	16	2	-0.4	2	-24	-10	14	-1	0
18	Cc1cc(NC(=O)C2CCC2)n(-c2ccccn2)n1	8	11	0.3	20	3	2	2	3	-4
19	Cc1c(C(=O)O)oc2c1/C(=N\O)CCC2	3	-10	-0.5	-1	2	2	13	-1	0
20	CCOc1ccc(C2CC(=O)NC(SCC(=O)OC)=C2C#N)cc1 (stereo not drawn)	25	1	0.5	8	20	7	-27	-3	-3
21	COc1ccccc1NS(=O)(=O)c1cccc(NC(=O)Nc2ccc(Cl)cc2)c1	9	4	5.0	4	94*	-4	-41	6	0
22	CCc1ccccc1-n1c(SCC(=O)N2CCCC2)nc2[nH]ncc2c1=O	1	4	0.2	5	24	-4	0	-5	-2
23	COc1ccc2cc(C(=O)C3CCCN(C(=O)c4cnccn4)C3)ccc2c1 (stereo not drawn)	11	-14	0.9	-8	-1	-3	9	-1	-5
24	Cc1cccc(N(C)S(=O)(=O)c2ccc(-c3cc(C)no3)s2)c1	7	-21	1.6	27	65*	-8	-1	5	-1
25	COc1cccc(NC(=S)N2C3CCCC2CC(NC(=O)C2CC2)C3)c1 (stereo not drawn)	6	-17	-2.2	-22	-11	-2	-18	-2	1

Complete entries as entered above. Order of values: tim23-1 inh	TIM10 inh	UPR CHOP act	tim10-1 inh	Mdm2-MdmX inh	CXCR6 block	APJ antagonist	XBP1 UPR activ	APJ agonist
COc1ccccc1NS(=O)(=O)c1cccc(NC(=O)Nc2ccc(Cl)cc2)c1 in the list: 9	4	5.0	4	94*	-4	-41	6	0
O=C(Nc1nc2c(Br)cc(Br)cc2c(=O)s1)C1CCC1 in the list: 11	8	-1.3	5	9	-5	-4	-2	3

Further entries
No.	Structure	tim23-1 inh	TIM10 inh	UPR CHOP act	tim10-1 inh	Mdm2-MdmX inh	CXCR6 block	APJ antagonist	XBP1 UPR activ	APJ agonist
26	Cc1ccc(S(=O)(=O)N2CCC(C(=O)NCCCN3CCCCCC3)CC2)cc1	24	9	-0.9	3	-22	7	12	1	4
27	COC(=O)c1cc(-c2ccccc2)n[nH]1	5	14	2.8	18	-5	6	9	5	1
28	CSC1=NCCN1S(=O)(=O)c1ccc(Cl)cc1	10	15	-1.4	28	7	-2	10	-1	-1
29	N#CCc1ccc(C(=O)c2ccccc2F)s1	32	12	-0.9	31	9	10	2	-1	1
30	CN(C)c1ccc(NC(=O)COC(=O)c2ccc3c(c2)OCO3)cc1	-3	-16	0.3	-14	-2	-5	1	0	-1
31	COCCn1c(=NC(=O)C2COc3ccccc3O2)sc2cc(S(N)(=O)=O)ccc21 (stereo not drawn)	-2	6	0.0	-2	-1	-5	26	-4	-3
32	CCCCC1=C(C(=O)OCC)C(C(=O)OCC)Oc2ccccc21 (stereo not drawn)	28	-2	0.8	10	16	9	·	-2	·
33	CC(C)NC(=S)N=Nc1c(O)[nH]c2ccc([N+](=O)[O-])cc12	-7	21	1.7	17	40	14	8	-1	5
34	CC(=O)c1sc(N/N=C\c2ccc(Br)cc2)nc1C	27	26	5.3	35	-103	1	-22	6	-1
35	CC(=O)Nc1cccc(-c2cc(C)c3cc4c(cc3n2)OCO4)c1	30	10	4.4	30	-47	-7	-5	6	-1
36	N#CCCSCc1ccc(C(=O)O)o1	0	-20	-1.0	-6	12	-10	-20	-2	1
37	Cc1noc(NS(=O)(=O)c2ccc(NC(=O)c3ccc(F)cc3)cc2)c1C	-8	-11	1.3	-8	2	4	11	-1	1
38	Cc1cc(C)c(OCCn2ccnc2)c(C)c1	14	12	-2.1	8	3	-1	-9	-3	0
39	Cc1nn(C)cc1NC(=O)c1cc2nc(-c3ccco3)cc(C(F)(F)F)n2n1	14	-2	1.9	21	8	-7	-4	1	0
40	C/C(Cn1cnc([N+](=O)[O-])n1)=N/NC(=O)COc1ccccc1Cl	1	9	1.0	12	-10	-8	-4	-3	3
41	Cc1cccc(NC(=O)CNC(=O)c2cccs2)n1	14	-2	1.1	3	4	1	14	-2	-1
42	COc1ccc(/C=C2/C(=O)N(c3ccccc3)N=C2C)cc1OC	27	8	-0.6	11	-7	7	47*	-2	0
43	COc1ccc(CNc2ncnc3cc(Cl)ccc23)cc1	11	-11	-0.2	-5	10	-5	14	-3	-4
44	O=C(Nc1ccccc1Cl)C1CCCN(S(=O)(=O)c2cccc3cccnc23)C1 (stereo not drawn)	15	-2	-2.4	23	7	-1	-2	-3	1
45	CCc1nc2cc(C)nn2c2nc3ccccc3n12	17	10	-3.0	6	17	5	-9	2	-2
46	S=C(NCc1ccco1)Nc1ccc(Cl)c(Cl)c1	45	46*	0.5	34	3	-14	2	-3	-1
47	CN(CC(=O)NC(=O)NC1CCCCC1)Cc1ccccc1	19	11	0.7	17	-15	-2	-44	1	-2
48	CC(=O)Nc1ccc(-c2csc(Nc3ccc(Cl)cn3)n2)cc1	2	17	6.2	6	32	-5	-10	10	7
49	O=C(CSc1nnc(-c2ccncc2)o1)NCc1ccccc1Cl	0	-7	-0.3	7	-16	-1	-3	-4	-3
50	COC(C[C@H](O)[C@H](C)[C@H](O)COCc1ccccc1)OC	-6	0	1.2	-14	11	-3	26	0	-2

Going on with the list.
No.	Structure	tim23-1 inh	TIM10 inh	UPR CHOP act	tim10-1 inh	Mdm2-MdmX inh	CXCR6 block	APJ antagonist	XBP1 UPR activ	APJ agonist
51	CSC1=C(C#N)C(c2ccccc2C)C(C#N)=C(N)N1 (stereo not drawn)	6	16	-2.0	10	25	9	20	-2	-5
52	CC(=O)Nc1ccc(OCCOc2ccc(/C=C3/C(=N)N4C=CSC4=NC3=O)cc2)cc1	2	23	0.0	6	12	0	2	0	1
53	CNS(=O)(=O)c1cccc(C(=O)NCC2(N3CCOCC3)CCCCC2)c1	-4	13	3.1	7	5	-12	14	1	-2
54	O=c1c(-c2ccccc2)coc2c(CN3CCCC3)c(O)ccc12	8	5	-0.6	12	-18	-2	-15	-1	-5
55	Cc1ccc(C)n1-c1ccc(C(=O)NC2CCN(Cc3ccccc3)CC2)cc1	3	10	0.9	2	9	-1	9	-2	0
56	Cc1cc(C)n2nc(C(=O)N3CCCC(CNS(=O)(=O)c4cccs4)C3)cc2n1 (stereo not drawn)	-4	5	0.8	-4	-9	4	-4	-4	-4
57	COC(=O)c1cc(NC(=O)c2ccccc2F)cc(C(=O)OC)c1	36	13	-1.4	-15	13	-3	-28	-1	-3

An excerpt. The share of hits here may be higher or lower than overall.
